Screening data from PubChem BioAssay.
LMP1 NFkB inh – inhibitors of Epstein-Barr LMP1-induced NF-kappaB reporter | LMP1-induced NF-kappaB luciferase reporter cells, luminescence | inhibition, % at 12.5 µM | actives 0.69% (n = 350,000) | AID 504558; in the data active means inhibition above about 41%;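 further: 0% = neutral control wells and 100% = reference inhibitor control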
NR5A2 inv ag – suppresses constitutive activity of human LRH-1. HEK293T StAR-luciferase reporter, LRH-1 transfected, 24 h. O00482. AID 602396. actives 0.13% (n = 360,000). inhibition, % at 3.6 µM;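 active means inhibition above the mean inhibition of all tested compounds plus 3 SD, cut at about 73% in these data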;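 further: 0% = DMSO wells and 100% = reporter-only cells lacking LRH-1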
Target sequence (O00482 whole entry, looked up): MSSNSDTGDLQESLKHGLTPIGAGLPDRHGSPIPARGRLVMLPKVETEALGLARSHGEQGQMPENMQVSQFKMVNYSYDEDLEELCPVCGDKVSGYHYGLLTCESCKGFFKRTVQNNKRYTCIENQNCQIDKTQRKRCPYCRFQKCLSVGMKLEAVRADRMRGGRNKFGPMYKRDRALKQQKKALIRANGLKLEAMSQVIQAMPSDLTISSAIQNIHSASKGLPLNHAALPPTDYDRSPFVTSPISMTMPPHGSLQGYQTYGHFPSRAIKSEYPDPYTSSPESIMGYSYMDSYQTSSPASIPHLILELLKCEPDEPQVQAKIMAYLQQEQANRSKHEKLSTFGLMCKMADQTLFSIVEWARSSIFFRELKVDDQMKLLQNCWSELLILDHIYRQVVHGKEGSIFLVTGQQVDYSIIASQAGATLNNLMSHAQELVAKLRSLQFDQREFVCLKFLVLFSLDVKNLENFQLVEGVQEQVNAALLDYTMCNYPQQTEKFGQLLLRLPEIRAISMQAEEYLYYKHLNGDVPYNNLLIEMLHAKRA
NCOA1 inh – inhibitors of human steroid receptor coactivator 1 (SRC1). actives 0.12% (n = 360,000). inhibition, % at 3.6 µM. Q15788. HEK293 GAL4-SRC1 luciferase reporter, luminescence. AID 588354;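 active means inhibition above the campaign mean plus 3 SD, with each screening campaign given its own cutoff, cut at about 60% in these data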;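 further: 0% = DMSO treated cells and 100% = gossypol at 36 µM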
TRAIL sens C8 – sensitizes caspase-8 expressing cells to TRAIL; NB7+C8 cells + TRAIL, ATPlite viability luminescence; inhibition (viability loss, TRAIL sensitization), % at 10 µM; actives 1% (n = 360,000);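 active means compounds causing at least 50% loss of cell viability in the single-dose screen, relative to plate controls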
COUP-TFII inh – NR2F2 (human) inhibition, primary screen. HEK293T NGFI-A luciferase reporter, luminescence. inhibition, % at 8.6 µM. actives 0.7% (n = 370,000). AID 686940;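 active means inhibition above a per-plate cutoff, mean inhibition of test wells between control levels plus 3 SD, cut at about 38% in these data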;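 further: cells cotransfected with COUP-TFII expression vector driving the NGFI-A reporter; 0% = median of COUP-TF2 test wells and 100% = reporter-only cells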
Target sequence (P24468 whole entry, looked up): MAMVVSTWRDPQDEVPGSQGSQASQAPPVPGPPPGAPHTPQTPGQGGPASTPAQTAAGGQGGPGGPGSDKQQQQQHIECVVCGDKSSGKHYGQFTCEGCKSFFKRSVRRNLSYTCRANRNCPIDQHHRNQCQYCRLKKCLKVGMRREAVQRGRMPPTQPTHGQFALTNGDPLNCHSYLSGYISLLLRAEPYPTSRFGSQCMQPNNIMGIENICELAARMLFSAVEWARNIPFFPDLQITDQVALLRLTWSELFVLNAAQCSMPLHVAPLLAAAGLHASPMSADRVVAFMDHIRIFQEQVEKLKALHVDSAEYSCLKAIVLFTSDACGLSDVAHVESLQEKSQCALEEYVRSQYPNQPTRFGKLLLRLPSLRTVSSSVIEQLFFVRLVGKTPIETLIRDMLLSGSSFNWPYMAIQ
SRC3 inh – inhibitors of human steroid receptor coactivator 3 (SRC3); HEK293 GAL4-SRC3 luciferase reporter, luminescence; inhibition, % at 3.6 µM; actives 0.17% (n = 360,000); AID 588352;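 active means inhibition above a per-campaign cutoff, the mean of all compounds plus 3 SD, cut at about 60% in these data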;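 further: 0% = DMSO-treated cells and 100% = gossypol-treated cells at 36 µM; higher means less SRC3-driven luciferase light from the GAL4 reporter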
TROY signal inh – inhibitors of TROY-dependent NF-kB signaling | inhibition, % at 10 µM | actives 0.98% (n = 360,000) | Q293 LMP1-TROYcd NF-kB luciferase reporter, 4 h;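 active means compounds whose plate-normalised and pattern-corrected inhibition of the luciferase reporter signal at the single screening dose is 50% or more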
Shn3 3UTR inh – Schnurri-3 reporter inhibition in Clone20 osteoblasts; AID 588674; Clone20 osteoblast Shn3 3'UTR firefly luciferase, 24 h; actives 0.52% (n = 360,000); inhibition, % at 12.5 µM;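 active means mean inhibition of at least 75% with every replicate also reaching 75%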;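 further: 0% = median of neutral control wells and 100% = pilot-screen positive control compound; some compounds past the cut are filed as inactive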
CF NFkB block – blocks PAF-induced NF-kB reporter in cystic fibrosis cells; inhibition, % at 5 µM; actives 0.86% (n = 360,000); KKLEB NF-kB-GFP reporter, GFP fluorescence overnight; AID 588850;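 active means at least 50% inhibition at 5 µM, scaled per plate between neutral and stimulator controls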;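 further: PAF is a Pseudomonas aeruginosa culture filtrate used as stimulus; plate controls were PAF-stimulated DMSO wells for no effect and unstimulated DMSO wells for full effect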
KKLEB tox – CF airway cell cytotoxicity counter-screen. activity change (cytotoxicity), % at 5 µM. actives 0.36% (n = 360,000). KKLEB CF airway cells viability, ATPlite luminescence, overnight; stronger effect = lower value; cells stimulated with P. aeruginosa culture filtrate. AID 602141;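 active means corrected activity change at or below -50% at 5 µM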
TWEAK-Fn14 inh – blocks TWEAK-Fn14 interaction in a reporter cell assay. TWEAK-stimulated Fn14 reporter cells, luciferase luminescence, 8 h. inhibition, % at 10 µM. actives 2% (n = 360,000); in the data active means inhibition above about 50%
Active calls of the source: *; nt = no result given.

SMILES,LMP1 NFkB inh,NR5A2 inv ag,NCOA1 inh,TRAIL sens C8,COUP-TFII inh,SRC3 inh,TROY signal inh,Shn3 3UTR inh,CF NFkB block,KKLEB tox,TWEAK-Fn14 inh
CCC(=O)c1ccc(N2CCN(C(=O)c3cc([N+](=O)[O-])ccc3N3CCN(C)CC3)CC2)c(F)c1,0,8,-6,5,-7,-13,-2,16,16,-14,-13
CCN(C(=O)CN1C(=O)/C(=C/c2ccc(F)cc2)SC1=S)C1CCS(=O)(=O)C1 (stereo unspecified),0,9,5,-9,-15,16,-2,-3,17,-5,-25
CC(C)Cc1nnc(NC(=O)CCNC(=O)c2ccco2)s1,-8,6,-4,4,2,3,16,-10,-8,-5,-6
COc1ccc(S(=O)(=O)N(C)C[C@H]2Oc3ccc(NS(=O)(=O)c4ccccc4)cc3C(=O)N([C@H](C)CO)C[C@@H]2C)cc1,-5,4,-10,-7,10,10,1,-1,-8,0,2
COc1cc(C2c3c(-c4ccccc4)n[nH]c3C(=O)N2c2ccc(C(=O)O)cc2)ccc1O (stereo unspecified),-8,-11,1,-7,nt,3,5,6,-15,4,20
COc1cc(C(C)=O)ccc1COc1ccc(C(=O)OCC(N)=O)cc1OC,-6,30,15,2,-29,25,2,-8,-15,6,-8
CCN1CCN(C(=O)CCN2C(=O)c3ccccc3S2(=O)=O)CC1,-2,-5,0,-1,-5,13,6,-12,5,12,12
COc1cccc(Nc2nc3cc(C)ccc3cc2C)c1,2,-5,-23,3,4,-7,-6,4,-33,1,3
CCOC(=O)c1sc(NC(=O)CSc2nnnn2-c2ccccc2)c(C(=O)OCC)c1C,-4,6,9,-9,nt,9,1,13,19,1,23
O=C(CNC(=O)c1ccc(-c2ccccc2)cc1)OCc1ccc(Cl)cc1,-2,8,-1,-1,18,8,-14,5,2,-1,-32
COc1ccccc1Nc1cc(C)nc(Nc2ccccc2OC)n1,-1,13,-2,-5,-1,6,-4,23,-12,9,16
CC(=O)c1ccc(NC(=O)CSc2nnc(NC(=O)c3ccco3)s2)cc1,-14,-6,-37,25,nt,13,-22,-37,3,2,0
C[C@H](c1ccccc1)N1C[C@@H](COCc2ccccc2)Oc2cc(N3CCC[C@H]3CO)ccc2S1(=O)=O,nt,-12,nt,-1,3,nt,10,nt,nt,nt,18
CCOc1ccc(N(CC(=O)NCc2ccc(OC)cc2)S(=O)(=O)c2c(C)[nH]c(=O)[nH]c2=O)cc1,-3,7,-3,-9,-1,7,-15,-25,-4,1,10
CC(=O)Nc1ccc(NC(=O)c2cc(-c3cc(F)ccc3OCC3CCCO3)n[nH]2)cc1 (stereo unspecified),nt,-11,-22,-3,-5,-11,-1,12,6,-7,-28
O=C1COc2ccccc2N1Cc1ccccc1Cl,-17,18,-13,-3,3,-11,-38,-15,1,1,-48
Cn1cc[n+](C)c1COc1ccc(C=O)cc1,0,-2,-4,1,7,14,-1,14,-3,-2,11
COc1ccc(-c2nc(C)sc2C)cc1,0,-11,-18,-4,2,2,-21,-33,-12,10,-4
Cc1ccc(C(=O)CCNc2ccc(Cl)cc2)o1,-22,-100,-37,4,-35,-43,-5,-8,22,2,-8
CCC(C(=O)NCC1CCCO1)N(C(=O)c1snc(C(N)=O)c1N)c1ccc(Cl)cc1 (stereo unspecified),2,-5,5,17,-4,-1,8,-15,2,-2,9
O=C1N(c2ccccc2C(F)(F)F)O[C@]1(c1ccccc1)C1CCCC1,0,4,-21,-33,2,11,0,-3,47,1,10
COc1ccc(NC(=O)Cn2c(=O)c(C)nc3ccccc32)cc1Cl,2,27,-18,7,11,13,3,7,9,12,-9
O=C(NCCCN1CCN(c2cccc(Cl)c2)CC1)c1cccc(N2CCCC2=O)c1,-4,8,6,-11,-13,-1,8,13,-10,2,3
Cc1ccc(NC(=O)c2ccc(C(=O)c3ccccc3)cc2)nc1,-1,-73,-60,34,-52,-29,-2,-64,-1,-3,4
CC1CCCC(C)N1CCCNC(=O)CN1C(=O)COc2ccc(S(=O)(=O)N3CCOCC3)cc21 (stereo unspecified),0,8,1,-4,10,-8,-21,11,-3,-9,8
COc1ccc(C(=O)NCCCN2CCOCC2)cc1OC,-6,-7,-11,0,21,8,-11,13,-1,-9,0
O=C(CSc1nnc(-c2ccncc2)n1-c1ccccc1Cl)Nc1ccc(C(=O)O)cc1,-11,0,-58,1,15,20,45,-1,14,8,-7
CCOC(=O)Nc1ccc(S(=O)(=O)NCCCN2CCOCC2)cc1,-3,-1,-13,-1,8,20,7,-29,-3,2,0
O=S(=O)(c1cc(Cl)ccc1Cl)N1CCCCC1,13,-2,0,-1,12,4,0,-1,2,-8,-3
O=C(C(c1ccccc1)c1ccccc1)N1CCN(Cc2ccco2)CC1,15,-6,-11,-18,5,10,-12,9,-3,-12,-10
Cc1ccc2nc(SCC(=O)Nc3cc(C)on3)[nH]c2c1,2,5,17,0,7,-6,11,-6,11,4,6
O=C(NCCN1C(=O)CSC1=O)C1CC(=O)N(c2ccccc2)C1 (stereo unspecified),6,4,-18,-1,-6,5,4,-4,-4,8,23
Cc1cccc2cc(CN(CC(C)C)S(=O)(=O)c3ccccc3)c(=O)[nH]c12,-5,13,3,16,-12,3,31,18,20,-16,31
CCCn1nnc(NC(=O)COc2ccccc2Cl)n1,-14,-3,-40,-1,-20,15,-27,-10,12,5,4
O=C(O)c1cccnc1SCC(=O)N1CCCCCC1,4,3,8,-25,14,29,1,15,-8,1,19
CCN1CCN(C(=O)C2CC(c3ccc(F)cc3)=NO2)CC1 (stereo unspecified),-5,-9,-3,20,4,1,-9,-10,-8,-3,-11

More records
Fields: LMP1 NFkB inh | NR5A2 inv ag | NCOA1 inh | TRAIL sens C8 | COUP-TFII inh | SRC3 inh | TROY signal inh | Shn3 3UTR inh | CF NFkB block | KKLEB tox | TWEAK-Fn14 inh
- COc1ccc(/C(C)=N/Nc2ccc(C(=O)O)cc2)cc1OC
→ -3 | -95 | -129 | 0 | -10 | -62 | 20 | -36 | -9 | 33 | 19
- Cc1ccccc1NC(=O)Nc1ccccc1N1CCCCC1
→ 2 | -12 | -12 | 8 | 3 | 18 | -22 | 8 | 4 | -12 | -12
- Cc1cc(C(=O)Nc2ccc(Br)cn2)sc1C
→ -19 | -95 | -107 | 18 | -20 | -77 | -26 | -85 | -17 | 0 | 26
- O=C1/C(=C/c2cccnc2)Sc2ccccc21
→ -2 | 1 | 1 | 1 | -3 | -8 | 3 | 3 | -6 | 1 | -8
- COc1ccc(/C=N/NC(=O)Nc2nonc2N)cc1
→ -12 | 1 | -23 | 8 | -6 | -43 | -46 | -21 | 5 | -2 | -23
- CCC(Br)C(=O)Nc1ccc(OC)cc1 (stereo unspecified)
→ 6 | -13 | 5 | -5 | -2 | 0 | 8 | 2 | -4 | 8 | 7
- O=C(CCn1c(=O)c2ccccc2n(Cc2cccnc2)c1=O)NCc1ccc2c(c1)OCO2
→ 1 | 18 | 0 | 12 | 5 | 5 | -25 | 9 | 12 | 0 | 2
- CCn1c(SCC(=O)Nc2ccccc2)nc2c(c1=O)SCC2
→ -8 | 12 | -2 | -9 | -7 | -13 | -8 | -7 | -8 | -5 | -8
- S=c1[nH]c(-c2ccccc2)cn1/N=C/c1cccc2ccccc12
→ -4 | -2 | -4 | -4 | -14 | -1 | 40 | 9 | 8 | -6 | -18
- Cc1ccc(C2C(C(=O)c3cc4ccccc4o3)=C(O)C(=O)N2CCN2CCOCC2)o1 (stereo unspecified)
→ -15 | -2 | -38 | -11 | -12 | -13 | -4 | -55 | 0 | 4 | 6
- Cc1ccc(C(=O)N2CCN(c3ccc(NC(=O)c4cccnc4Cl)cc3)CC2)cc1
→ 1 | 3 | -10 | -13 | -9 | 7 | 5 | 5 | 7 | 0 | -12
- O=S1(=O)CCOC[C@H](CC2CCCCC2)N1Cc1ccc(Cl)cc1
→ -6 | 25 | -1 | 0 | 2 | 2 | -7 | 17 | 9 | -7 | 13
- O=C1C2ON(c3ccccc3)C(c3ccccn3)C2C(=O)N1c1ccc(Br)cc1 (stereo unspecified)
→ -8 | -1 | 5 | -5 | 6 | -12 | 8 | -5 | 8 | 3 | 4
- COc1ccc(C2C(C(=O)c3ccco3)=C(O)C(=O)N2CC2CCCO2)cc1OC (stereo unspecified)
→ 10 | 5 | -4 | 7 | 8 | 15 | -23 | 0 | -3 | 4 | 23
- Cc1ccc(NC(=S)N2CCC(NC(=O)c3ccc(F)cc3)CC2)cc1
→ 12 | 5 | 1 | 6 | 7 | -2 | -14 | -7 | 0 | 2 | 1
- COc1cccc(C(CC(=O)NCc2ccco2)NS(=O)(=O)c2ccc(C)cc2)c1OC (stereo unspecified)
→ -5 | -14 | -12 | -10 | 0 | -15 | -25 | -10 | -1 | 0 | -1

As entered above:
Shn3 3UTR inh result of S=c1[nH]c(-c2ccccc2)cn1/N=C/c1cccc2ccccc12 = 9
CF NFkB block result of O=C(CCn1c(=O)c2ccccc2n(Cc2cccnc2)c1=O)NCc1ccc2c(c1)OCO2 = 12

In the list so far, 6 contain an aryl thioether with sulfur outside any ring:
Fields: LMP1 NFkB inh | NR5A2 inv ag | NCOA1 inh | TRAIL sens C8 | COUP-TFII inh | SRC3 inh | TROY signal inh | Shn3 3UTR inh | CF NFkB block | KKLEB tox | TWEAK-Fn14 inh
- CCOC(=O)c1sc(NC(=O)CSc2nnnn2-c2ccccc2)c(C(=O)OCC)c1C
→ -4 | 6 | 9 | -9 | nt | 9 | 1 | 13 | 19 | 1 | 23
- CC(=O)c1ccc(NC(=O)CSc2nnc(NC(=O)c3ccco3)s2)cc1
→ -14 | -6 | -37 | 25 | nt | 13 | -22 | -37 | 3 | 2 | 0
- O=C(CSc1nnc(-c2ccncc2)n1-c1ccccc1Cl)Nc1ccc(C(=O)O)cc1
→ -11 | 0 | -58 | 1 | 15 | 20 | 45 | -1 | 14 | 8 | -7
- Cc1ccc2nc(SCC(=O)Nc3cc(C)on3)[nH]c2c1
→ 2 | 5 | 17 | 0 | 7 | -6 | 11 | -6 | 11 | 4 | 6
- O=C(O)c1cccnc1SCC(=O)N1CCCCCC1
→ 4 | 3 | 8 | -25 | 14 | 29 | 1 | 15 | -8 | 1 | 19
- CCn1c(SCC(=O)Nc2ccccc2)nc2c(c1=O)SCC2
→ -8 | 12 | -2 | -9 | -7 | -13 | -8 | -7 | -8 | -5 | -8

A portion of the library; the hit share may differ from the screen's.
